ARNT TACC3 PPI: ARNT/TACC3 interaction disruption. AlphaScreen His-ARNT PAS-B/GST-TACC3 binding, luminescence; TACC3 fragment carries E629A point mutation. AID 623870. 390,000 tested, 0.66% active. Q9Y6A5. inhibition, % at 9.99 µM;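 active means mean inhibition of replicates at least 50% and at least half of replicates each reaching 50%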;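 further: 0% = complete ARNT plus TACC3 wells and 100% = ARNT alone without TACC3; many hits fall short of the cut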
LGR2 antag: inhibitors of bursicon-induced Drosophila LGR2 receptor cAMP signaling | inhibition, % at 9.99 µM | HEK293 LGR2, CRE-luciferase, bursicon-stimulated, 4 h | 380,000 tested, 0.35% active;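 active means drop in luminescence signal, shown as inhibition above about 50% in the replicate tests, limit read from the data, passing the limit was not always enough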;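 further: agonist challenge used bursicon conditioned medium at about half maximal strength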
C2C12 statin: suppressors of simvastatin-induced myotoxicity in C2C12 myotubes | 330,000 tested, 0.78% active | rescue of ATP level, % at 7.49 µM | ATP luminescence, 48 h; scaled: DMSO 0, geranylgeraniol control 100;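 active means mean ATP rescue above about 67%, or every replicate alone reaching that limit, limit read from the data, passing the limit was not always enough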;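 further: myotubes were challenged with 10 µM simvastatin during compound exposure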
PGC1a acetyl inh: lowers PGC1a acetylation signal in U2OS cells | AlphaScreen anti-acetyl-lysine; with virally co-expressed GCN5 acetyltransferase | inhibition, % at 15.6 µM | 350,000 tested, 0.17% active | AID 651687;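 active means every replicate shows inhibition of at least 40%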;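 further: 0% = neutral control wells and 100% = positive control wells; some results beyond the cut were filed as inactive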
PAX8 reporter: inhibitors of PAX8 transcriptional activity in RMG-I cells; 360,000 tested, 1.2% active; AID 652154; RMG-I TPO-luciferase reporter, SteadyGlo, 24 h; inhibition, % at 12.6 µM;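 active means mean replicate inhibition at least 60% with every replicate also reaching 60%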;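 further: luciferase light reporting Pax8 driven TPO promoter activity; plate controls were median of neutral control wells for no effect and mitoxantrone controls for full effect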
Cneo AK release: Cryptococcus neoformans lysis via adenylate kinase release | lysis activity, % at 15 µM | 360,000 tested, 0.2% active | C. neoformans lysis, adenylate kinase release luminescence, 4 h; normalised: neutral wells 0, clomiphene wells 100 | AID 651654;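 active means mean lysis activity across replicates of at least 80%, whatever share of replicates individually reach that level; inactive means mean lysis activity below 80%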
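Material: C. neoformans cells; Schedule: 4 h static compound exposure, 37 °C, read 1 h post-reagent; Measured by: adenylate kinase release luminescence; Read-out: signal increase indicating cell lysis; Controls: Clomiphene as positive lysis control.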
GSIS activator: primary screen for activators of insulin secretion dependent on glucose, INS-1E cells, GLuc reporter luminescence. 370,000 tested, 0.61% active. INS-1E GLuc reporter insulin secretion, 2-3 h. activation, % at 16.6 µM. AID 743287;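 active means lowest replicate activation of at least 40%, so every replicate reaches that level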;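 further: 0% = median of neutral control wells and 100% = median of IBMX positive control wells; some compounds called inactive have numbers as strong as hits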
PglD DTNB: blocks C. jejuni PglD acetyltransferase activity | 360,000 tested, 0.098% active | purified PglD enzyme, DTNB colorimetric CoA detection | AID 602405 | inhibition, % at 12.5 µM; in the data active means inhibition above about 16%, passing the limit was not always enough; further: strong numbers were not always called active
The depositor's hits bear a star; & = joins results of further samples.

`C[C@H]1CN([C@@H](C)CO)C(=O)c2cccc(NS(C)(=O)=O)c2O[C@@H]1CN(C)CC1CC1` gave ARNT TACC3 PPI -7, LGR2 antag -13, C2C12 statin 12, PGC1a acetyl inh 5, PAX8 reporter 5, Cneo AK release -1, GSIS activator 3 and PglD DTNB 5.
`CCCCc1ccc(NC(=O)COCC)cc1` gave ARNT TACC3 PPI 0, C2C12 statin 8, PGC1a acetyl inh 7, Cneo AK release 1 and PglD DTNB 0.
CC(C)CN(C(=O)CCC(=O)OCC(=O)c1ccc(F)c(F)c1)c1c(N)n(CC(C)C)c(=O)[nH]c1=O was read as ARNT TACC3 PPI 6, LGR2 antag -17, PAX8 reporter -16, Cneo AK release 0, GSIS activator -35 and PglD DTNB -1.
Screening COC(=O)c1ccc(CNC(=O)COC(=O)CCC(=O)c2ccc(F)cc2)cc1 returned ARNT TACC3 PPI 3, LGR2 antag -3, C2C12 statin 14, PGC1a acetyl inh 7, PAX8 reporter -4, Cneo AK release 0, GSIS activator 17 and PglD DTNB 2.
`Cc1ccccc1-c1nc2cc(NC(=O)C3CC3)ccc2o1` gave ARNT TACC3 PPI -1, LGR2 antag -48, C2C12 statin -32, PGC1a acetyl inh -10, PAX8 reporter -39, Cneo AK release -6, GSIS activator 8 and PglD DTNB 6.
For CCCCN(C)CCCNC(=O)CN1C(=O)COc2ccc(S(=O)(=O)N3CCOCC3)cc21 the results were ARNT TACC3 PPI -3, LGR2 antag -7, C2C12 statin 5, PGC1a acetyl inh -6, PAX8 reporter -7, Cneo AK release -3, GSIS activator 8 and PglD DTNB -1.
C[C@H]1CN([C@@H](C)CO)C(=O)c2cc(NC(=O)Nc3ccc(C(F)(F)F)cc3)ccc2O[C@H]1CN(C)Cc1ccc2c(c1)OCO2 was read as ARNT TACC3 PPI 0, LGR2 antag -5, C2C12 statin -23, PGC1a acetyl inh 7, Cneo AK release -2, GSIS activator -14 and PglD DTNB -2.
Screening COc1ccc(N(CN2C(=O)c3ccccc3C2=O)C(=O)COc2ccc(Cl)cc2Cl)cc1 returned ARNT TACC3 PPI -5, LGR2 antag -10, C2C12 statin 2, PAX8 reporter 3, Cneo AK release 1, GSIS activator -2 and PglD DTNB 1.
For C[C@H](CO)N1C[C@H](C)[C@H](CN(C)C(=O)Nc2cccc(Oc3ccccn3)c2)OCc2cn(nn2)CCCC1=O the results were LGR2 antag -1, C2C12 statin 5, PGC1a acetyl inh 6, PAX8 reporter -9 and GSIS activator 3.
C[C@@H]1CCCCO[C@@H](CN(C)CC2CC2)[C@@H](C)CN([C@H](C)CO)C(=O)c2cc(NS(=O)(=O)c3cn(C)cn3)ccc2O1 was read as ARNT TACC3 PPI -10, LGR2 antag -5, PGC1a acetyl inh 6, PAX8 reporter -3, Cneo AK release 5, GSIS activator -13 and PglD DTNB -7.

The last 3 records of the section above are carried over, then new ones follow:
Screening COc1ccc(N(CN2C(=O)c3ccccc3C2=O)C(=O)COc2ccc(Cl)cc2Cl)cc1 returned ARNT TACC3 PPI -5, LGR2 antag -10, C2C12 statin 2, PAX8 reporter 3, Cneo AK release 1, GSIS activator -2 and PglD DTNB 1.
For C[C@H](CO)N1C[C@H](C)[C@H](CN(C)C(=O)Nc2cccc(Oc3ccccn3)c2)OCc2cn(nn2)CCCC1=O the results were LGR2 antag -1, C2C12 statin 5, PGC1a acetyl inh 6, PAX8 reporter -9 and GSIS activator 3.
C[C@@H]1CCCCO[C@@H](CN(C)CC2CC2)[C@@H](C)CN([C@H](C)CO)C(=O)c2cc(NS(=O)(=O)c3cn(C)cn3)ccc2O1 was read as ARNT TACC3 PPI -10, LGR2 antag -5, PGC1a acetyl inh 6, PAX8 reporter -3, Cneo AK release 5, GSIS activator -13 and PglD DTNB -7.
`CC(C)(C)c1ccc(O)c(/C=N\O)c1` gave C2C12 statin 12, PGC1a acetyl inh 40, PAX8 reporter -77, Cneo AK release -1 and PglD DTNB -5.
COc1ccccc1C(=O)N/N=C(\C)CC(=O)Nc1ccc2c(c1)OCCO2 was read as ARNT TACC3 PPI -11, LGR2 antag 1, C2C12 statin -8, PAX8 reporter 35, Cneo AK release -2, GSIS activator 41* and PglD DTNB 1.
For CC(C)C(=O)Nc1ccc(C(=O)N2CCCCCC2)cc1 the results were ARNT TACC3 PPI -3, C2C12 statin -17, Cneo AK release -4 and PglD DTNB -3.
Screening COc1ccc(CCC(C)Nc2ccccc2F)cc1 (stereo unspecified) returned ARNT TACC3 PPI -5, LGR2 antag 6, PAX8 reporter -15 and GSIS activator -21.
For Cc1noc(C)c1S(=O)(=O)N(C)C[C@@H]1Oc2c(cccc2N(C)C)C(=O)N([C@H](C)CO)C[C@@H]1C the results were ARNT TACC3 PPI 0, LGR2 antag -18, C2C12 statin -9, PGC1a acetyl inh 7, PAX8 reporter -18, Cneo AK release 6, GSIS activator -5 and PglD DTNB 6.
O=C(CNS(=O)(=O)c1cccc2nsnc12)NCCc1ccccc1 was read as ARNT TACC3 PPI -4, LGR2 antag 12, C2C12 statin 4, PGC1a acetyl inh 8, PAX8 reporter -8, Cneo AK release 4, GSIS activator 10 and PglD DTNB 0.
Screening c1cc2c(c(CC3CO3)c1CC1CO1)OCCOCCOCCOCCO2 (stereo unspecified) returned LGR2 antag -8, PAX8 reporter 0, Cneo AK release 3 and PglD DTNB 0.
`COc1ccc(CN2C[C@@H](C)[C@H](OC)CN(C)C(=O)c3cc(NC(=O)C4CC4)ccc3OC[C@H]2C)cc1` gave ARNT TACC3 PPI -2, LGR2 antag 5, C2C12 statin 20, PGC1a acetyl inh 9, Cneo AK release -2, GSIS activator -15 and PglD DTNB 1.
O=C(Nc1ccccc1)C1=C[C@@H](C2CCCCC2)C[C@@H](OCc2ccc(CO)cc2)O1 was read as ARNT TACC3 PPI 4&-3, LGR2 antag -17, C2C12 statin 14, PGC1a acetyl inh -15, PAX8 reporter -63&-84, Cneo AK release -12&-3 and PglD DTNB 1&0.
`CC(C)(C)c1ccc(C(=O)Nc2nonc2-c2nc3ccccc3[nH]2)cc1` gave ARNT TACC3 PPI -2, C2C12 statin 2, PGC1a acetyl inh 5, Cneo AK release 6 and PglD DTNB 4.
CC(=O)N1CCCCN2[C@H](CO)[C@H](c3ccc(-c4ccncc4)cc3)[C@H]2C1 was read as ARNT TACC3 PPI -4, LGR2 antag -5, C2C12 statin 3, PGC1a acetyl inh 10, PAX8 reporter -10, Cneo AK release -3, GSIS activator 19 and PglD DTNB 5.
For Nc1nc(N)nc(-c2cccc(Br)c2)n1 the results were ARNT TACC3 PPI 32, C2C12 statin -1, PGC1a acetyl inh -1 and PAX8 reporter -161.
`Cc1nn(-c2ccc(N3CCCCC3)nn2)c(C)c1CCC(=O)Nc1cccc(F)c1` gave ARNT TACC3 PPI 2, LGR2 antag -67, C2C12 statin 9, PAX8 reporter -169, Cneo AK release -4, GSIS activator -15 and PglD DTNB -5.
`O=C(C[C@H]1C[C@H]2c3cc(NC(=O)Nc4ccc(C(F)(F)F)cc4)ccc3O[C@H]2[C@@H](CO)O1)NCc1ccc(Cl)cc1` gave ARNT TACC3 PPI -1, LGR2 antag -2, C2C12 statin -2, PGC1a acetyl inh 6, PAX8 reporter 5, Cneo AK release 48, GSIS activator 2 and PglD DTNB -3.
`COc1ccc(/C=C/C(=O)Nc2cccc(C(C)=O)c2)cc1` gave LGR2 antag -34, C2C12 statin -23, PGC1a acetyl inh -1, PAX8 reporter -181, Cneo AK release -9, GSIS activator -3 and PglD DTNB -2.
For CCC(=O)N1[C@H](CN(C)C(C)=O)[C@@H](c2ccc(-c3ccccc3)cc2)[C@@H]1CO the results were ARNT TACC3 PPI -4, LGR2 antag 1, C2C12 statin 3, PGC1a acetyl inh 16, PAX8 reporter -12, Cneo AK release 4, GSIS activator -2 and PglD DTNB 4.
O=[N+]([O-])c1cc(S(=O)(=O)Nc2ccccc2)ccc1N1CCN(c2ccccc2)CC1 was read as LGR2 antag 32, PAX8 reporter 2, Cneo AK release -1, GSIS activator -1 and PglD DTNB -4.
`Cn1ccnc1SCC(=O)c1ccc2ccccc2c1` gave ARNT TACC3 PPI 4, LGR2 antag -101, PGC1a acetyl inh 2, PAX8 reporter -75 and GSIS activator -3.
Screening COc1ccc(-c2nnc(SCC(=O)N3CCCc4ccccc43)o2)cc1OC returned ARNT TACC3 PPI -1, C2C12 statin -15, Cneo AK release -1 and PglD DTNB 4.
`Cc1cc(C(=O)OCC(=O)N(C)C2CCS(=O)(=O)C2)c(C)n1-c1ccccc1` (stereo unspecified) gave ARNT TACC3 PPI 1, LGR2 antag -11, C2C12 statin 13, PGC1a acetyl inh 4, Cneo AK release 6, GSIS activator 3 and PglD DTNB -6.
For O=C1CC(Nc2ccccc2)C(=O)N1c1ccc(N2CCOCC2)cc1 (stereo unspecified) the results were ARNT TACC3 PPI 9, C2C12 statin 7, PGC1a acetyl inh 8, PAX8 reporter -4, Cneo AK release 0 and PglD DTNB 0.
Cc1cn(C)c(=O)n(C)c1=O was read as ARNT TACC3 PPI -1, LGR2 antag 16, C2C12 statin 2, PGC1a acetyl inh -5, Cneo AK release 0, GSIS activator 16 and PglD DTNB -5.
Screening O=C(N[C@@H]1CC[C@H](CCn2cc(C3(O)CCCC3)nn2)O[C@H]1CO)C1CCC1 returned ARNT TACC3 PPI -1, LGR2 antag 6, C2C12 statin 3, PGC1a acetyl inh 14, PAX8 reporter -3, Cneo AK release 0, GSIS activator 9 and PglD DTNB -4.
`Cc1ccc(C(=O)Nc2nc(COc3ccccc3)cs2)s1` gave ARNT TACC3 PPI 2, LGR2 antag -22, C2C12 statin 6, PGC1a acetyl inh -49 and GSIS activator -26.
Screening Cc1ccc(NC(=O)c2cc3ccccc3o2)cc1S(=O)(=O)N(C)C returned ARNT TACC3 PPI -3, PGC1a acetyl inh 5, Cneo AK release -16, GSIS activator -3 and PglD DTNB 5.
Screening COc1ccc(-c2nc(C(F)(F)F)c(OC)o2)cc1OC returned ARNT TACC3 PPI -6, LGR2 antag -9, C2C12 statin 3, PGC1a acetyl inh 5, PAX8 reporter -12, Cneo AK release -3, GSIS activator 39 and PglD DTNB -12.
Screening O=[N+]([O-])c1cccc(C2Nc3ccccc3CO2)c1 (stereo unspecified) returned LGR2 antag -6, PAX8 reporter 19, Cneo AK release 4, GSIS activator 0 and PglD DTNB 0.
For O=C(/C=C/c1ccc(O)cc1)c1ccc(NC2=C(N3CCCCC3)C(=O)c3ccccc3C2=O)cc1 the results were ARNT TACC3 PPI 26, LGR2 antag -36, C2C12 statin -139, PGC1a acetyl inh 6, Cneo AK release -6, GSIS activator -15 and PglD DTNB -1.
`N#CC1(NC(=O)COc2cc(F)ccc2[N+](=O)[O-])CCCCC1` gave ARNT TACC3 PPI -4, LGR2 antag -14, C2C12 statin 2, PGC1a acetyl inh 0, PAX8 reporter -5, Cneo AK release 1, GSIS activator 9 and PglD DTNB -1.
`CCCC#Cc1cnc2c(c1)C(=O)N([C@@H](C)CO)C[C@H](C)[C@H](CN(C)S(=O)(=O)c1cn(C)cn1)O2` gave LGR2 antag -9, C2C12 statin 14, PGC1a acetyl inh -7, PAX8 reporter -9 and GSIS activator 8.
`O=C(C[C@@H]1CC[C@@H]2[C@H](COC[C@@H](O)CN2C(=O)Nc2ccc(Cl)cc2)O1)N1CCCCC1` gave ARNT TACC3 PPI -3, LGR2 antag -20, C2C12 statin 4, PGC1a acetyl inh 2, PAX8 reporter -21, Cneo AK release -8, GSIS activator -17 and PglD DTNB 16.
CCCCCn1c(CNC(=O)CCC)nc2ccccc21 was read as ARNT TACC3 PPI 1, LGR2 antag -1, C2C12 statin 8, PGC1a acetyl inh 2, PAX8 reporter -9, Cneo AK release 0, GSIS activator 12 and PglD DTNB 0.

Compound activity (PubChem BioAssay)

Rows are unselected. Share with any hit: about 2.9%.
